EPAC1 antagonist: blocks human EPAC1 exchange factor | Potency, µM (series often up to 115 µM), inactives show at the top dose activity change, negative = inhibition, hits mostly inhibitors | O95398 | 0.14% of 360,000 active | EPAC1 GEF assay, Rap1b-BODIPY-GDP exchange fluorescence;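 note: potency is the fitted concentration of half-maximal effect; plate controls were vehicle for no effect and positive control for full effect; nearly all actives have a fitted effect of over 50% in size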
PI5P4Ka inh: blocks human PI5P4K alpha kinase activity | 1.2% of 330,000 active | AID 652105 | P48426 | max response, % | PI5P4Kalpha enzyme, ADP-Glo luminescence, 60 min; stronger effect = lower value; active = max response of -50% or lower; inconclusive = between -30% and -50%; inactive = -30% or higher; note: value at the top dose of about 77 µM; % is set by controls: 0 for no effect and ±100 for the full control effect
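qHTS, 1536-well: enzyme/substrate mix, compound by pin tool, 5 microM ATP final; RT 60 min; ADP-Glo reagents 1 (45 min) then 2 (30 min); luminescence.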
EPAC1 ag: EPAC1 (human) agonism. O95398. EPAC1 agonist qHTS, biochemical assay; response scale: 100% = response to 6.5 mM cAMP. Potency, µM (series often up to 154 µM), for the others: top-dose activation, usual class: activators. 0.073% of 360,000 active. AID 720707; note: potency is the fitted concentration of half-maximal effect; nearly all actives have a fitted effect of over 60% in size
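Nucleotide exchange assay: 100 nM EPAC1 with 250 nM Rap1B loaded with BODIPY-GDP and 50 uM GDP, room temperature. Fluorescence (480/540 nm) read every 5 min for 30 min; signal change normalized to 6.5 mM cAMP as full agonist.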
FUS yeast rescue: FUS proteinopathy suppression in yeast; S. cerevisiae FUS-expressing, growth rescue, OD600, 24 h; Potency, µM (doses to about 76.6 µM), for inactives: at the top dose growth rescue (activation), usual class: activators; 0.24% of 390,000 active; AID 1347120;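 note: potency is the fitted concentration of half-maximal effect; plate controls were DMSO vehicle for no effect and reference control for full effect; nearly all actives have a fitted effect of over 55% in size; some results filed as inactive show a strong effect at the top dose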
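Read-out: OD at 600 nm after 24hr at 30C, reporting rescue of FUS-induced yeast toxicity. Cells at OD 0.005 in galactose (2%) minimal medium; compounds tested in a dilution series; CP55940 titration from 92uM final as control.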
Abeta yeast res: A-beta toxicity reversal in yeast; yeast expressing A-beta42, growth rescue, OD600, 48 h; response scale: 0% DMSO, 100% iron-clioquinol control; Potency, µM (top dose mostly 46.1 µM), for the others: at the highest dose growth rescue, actives largely listed as activators; 0.063% of 410,000 active; note: potency is the fitted concentration of half-maximal effect; nearly all actives have a fitted effect of over 55% in size
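Growth rescue measured by 600 nm absorbance after 48 h yeast culture at 30 C with compound. Values normalized between DMSO and an equimolar ferric chloride plus clioquinol control.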
IL2 activator: activates IL-2 in a cell-based reporter assay; 0.065% of 360,000 active; activation, % (series mostly up to about 46 µM); IL-2 activation reporter assay, cell-based qHTS; stimulated with anti-CD3/CD4/CD28 beads; in transgenic mouse T cells; in the data active = activation above about 50%; inconclusive = mostly about 30% to 49%; note: 0% is about no effect
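Quantitative HTS in unstimulated transgenic mouse T cells, with memory T cells as non-tolerant control and PMA/ionomycin as tolerance-bypass control. Compound pretreatment lasted 60 minutes before 18 h bead stimulation; EGFP/DsRed fluorescence read.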
PLK1 PBD inh: PLK1 (human) polo-box domain binding inhibition; P53350; Plk1 PBD binding of FITC phosphopeptide, fluorescence polarization; Potency, µM, for the others: max response, negative = inhibition, actives largely listed as inhibitors; 2.8% of 360,000 active; AID 720504; note: potency is the fitted concentration of half-maximal effect; series mostly up to about 57 µM; % is set by controls: 0 for no effect and ±100 for the full control effect; nearly all actives have a fitted effect of over 65% in size
WRN inhibitor: WRN helicase (human) inhibition; Q14191; WRN helicase unwinding, fluorescent forked duplex, kinetic; Potency, µM (top dose mostly 114 µM), for the others: at the highest dose activity change, negative = inhibition, most hits filed as inhibitors; 0.46% of 360,000 active; AID 651768; note: potency is the fitted concentration of half-maximal effect; % is set by controls: 0 for no effect and ±100 for the full control effect; nearly all actives have a fitted effect of over 55% in size
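Screening of the MLSMR collection measured strand separation of a quenched forked DNA duplex (100 nM) by 20 nM WRN with 2 mM ATP, all final. Compounds were preincubated with enzyme 15 min at room temperature.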
Starred values were filed as active, the others as inactive; u = inconclusive; x = not tested or not shown; [ ] = dose if it differs, or a comment. Unless noted, calls come from the whole dose curve; as a rule, active = well fitted curve in the direction sought with a large enough effect; inconclusive = small, poorly fitted or top-dose-only effect, or another doubt; inactive = no such curve, though single readings can be large; an effect the other way counts as inactive or inconclusive.

SMILES	EPAC1 antagonist	PI5P4Ka inh	EPAC1 ag	FUS yeast rescue	Abeta yeast res	IL2 activator	PLK1 PBD inh	WRN inhibitor
Cc1cc(C)n(-c2nnc(C)n2NS(C)(=O)=O)n1	1%	x	3%	16%	1%	-3.1	-4%	9%
Cc1cc(C)n(CCNc2nc3nonc3nc2N2CCCCC2)n1	-14%	-1	-9%	14%	-8%	-4.0	-11%	3%
COC(=O)C1C2C=CC3(CN(Cc4cccs4)C(=O)C13)O2 (stereo unspecified)	-9%	-2	-3%	1%	0%	1.0	-5%	-3%
Cn1ncc(Br)c1NC(=O)Nc1ccccc1	13%	-7	-4%	-31%	-12%	0.3	-9%	6%
CCOC(=O)c1ccc2nc(NC(=O)c3cccs3)sc2c1	11%	-2	2%	-5%	-27%	0.2	-11%	-25%
Cc1cc(=O)oc2c(C)c(OCC(=O)NC3CCN(Cc4ccccc4)CC3)ccc12	0%	0	-9%	27%	-4%	-2.7	-15%	3%
Cc1ccc(/C=N\NC(=O)C2COc3cc4ccccc4cc3O2)o1 (stereo unspecified)	-20%	-23	15%	-3%	19%	0.8	-8%	-15%
CCOC(=O)C(C(C)C)C(N)Cc1ccc(F)cc1 (stereo unspecified)	u	0	-10%	9%	20%	-3.3	-8%	-3%
O=C(CCNc1ccc(Cl)cc1)c1cccs1	3%	-3	-3%	-33%	-1%	-2.0	-2%	3%
COc1ccc(-c2sc3ccc(OC)cc3c2-c2ccc(OCCN3CCOCC3)cc2)cc1	3%	52	3%	u	-43%[inhibitor]	-0.7	-13%	0%
CC(=O)c1c(NCCc2ccccc2)cc(C)oc1=O	4%	x	-5%	13%	-7%	-0.9	1%	-18%
CCc1ccc(C(=O)COC(=O)c2cnccn2)cc1	-3%	3	8%	2%	-4%	0.4	-4%	-9%
COc1ccc(CCNC(=O)c2cc3c(C)nccc3[nH]c2=O)cc1OC	-5%	-4	-6%	5%	1%	-1.8	2%	-14%
C/C(=N/Nc1nc(-c2ccc(Cl)cc2)cs1)c1cccs1	-6%	-14	0%	33%	-9%	2.4	-7%	-6%
O=C(Cn1cc(COc2c(F)c(F)c(Br)c(F)c2F)nn1)c1ccc(O)cc1	-10%	0	-13%	-13%	2%	-0.5	-18%	2%
CCOc1ccccc1NC(=O)C(Sc1nnc2ccccn12)c1ccccc1 (stereo unspecified)	-3%	-9	11%	-2%	7%	0.7	-20%	3%
O=C(NCCO)C(=O)NCC1OCCCN1S(=O)(=O)c1ccc2c(c1)OCCO2 (stereo unspecified)	-6%	-4	-5%	5%	-13%	0.5	-1%	-11%
CN1CCN(c2nnc(-c3ccc(Cl)cc3)c3ccccc23)CC1	-2%	-4	2%	4%	-22%	-1.6	-7%	-6%
COc1ccc(CNC(=O)Cn2nc(-c3ccc4c(c3)OCCO4)ccc2=O)cc1	-7%	x	8%	24%	-1%	-3.1	-9%	-20%
Oc1c(C=Nc2ccccc2)sc(=S)n1Cc1ccccc1	-16%	5	u	-7%	4%	71*	15%	-18%
COc1cccc2cc(C(=O)NCc3ccc(Cl)cc3)c(=O)oc12	-20%	2	7%	32%	-14%	-0.4	-7%	5%
CCCCOC(=O)Nc1ccc(S(=O)(=O)Nc2nccs2)cc1	-7%	0	-5%	10%	-7%	5.7	-3%	-9%
CC(C)N(c1ccccc1)c1ccc(NC(=O)COC(=O)CCN2C(=O)c3cccc([N+](=O)[O-])c3C2=O)cc1	9%	1	2%	u	7%	-0.2	1%	-21%
O=C(Nc1cccc([N+](=O)[O-])c1)c1ccc2c(c1)C(=O)N(c1ccccn1)C2=O	u	-6	0%	6%	11%	2.7	-21%	-18%
C=CCSc1nnc2c(n1)OC(c1ccco1)Nc1ccccc1-2 (stereo unspecified)	4%	-8	0%	x	-12%	0.4	-5%	-11%
O=C(COc1ccc(Cl)cc1)OCC(=O)c1ccc[nH]1	-9%	-10	13%	4%	-14%	1.2	-3%	-6%
CCn1nnnc1NCc1ccc(OCc2c(F)cccc2Cl)c(OC)c1	8%	2	1%	-21%	10%	-0.7	3%	1%
COc1ccc(OC)c(NC(=O)C(Sc2ccccc2)c2ccccc2)c1 (stereo unspecified)	-24%	30	12%	-7%	19%	-0.4	-9%	-24%
Cc1nc(NC(=O)COC(=O)CCc2ccccc2)c(Cl)cc1Cl	-7%	-4	-1%	10%	6%	1.3	-8%	1%
N#CC(C(=O)NCCc1ccccc1)c1nc2ccccc2nc1N1CCCCC1 (stereo unspecified)	-15%	7	-1%	-10%	-2%	0.8	-8%	-8%
O=C1C2C(C(=O)N1CC1CCCO1)C1C=CC2C12CC2 (stereo unspecified)	8%	-8	0%	-32%	11%	-0.5	-5%	4%
COc1cccc(CN(C)C[C@@H]2OCc3cnnn3CCCC(=O)N([C@@H](C)CO)C[C@H]2C)c1	-7%	-4	-1%	-12%	-5%	2.0	-9%	-10%
COc1cc(C(=O)OC2CCCCC2=O)cc(OC)c1C (stereo unspecified)	-2%	x	5%	25%	6%	-2.4	-9%	-4%
Nc1cc(C(F)(F)F)cc2c1SCC(=O)N2	-7%	6	-8%	x	17%	-0.3	-7%	-21%
Cn1c(=O)[nH]c(=O)c2c1nc(N(CCO)Cc1ccccc1)n2CCCc1ccccc1	-9%	6	-1%	23%	1%	-1.7	1%	-6%
Cc1ccc(C(=O)Oc2cc(-c3ccccc3)no2)cc1	8%	-6	-1%	-21%	-21%	3.3	-15%	0%
O=C(CC1CCCCC1)Nc1ccccc1-c1ccccc1	2%	21	5%	-36%	0%	-3.5	-10%	1%
CC1(C)O[C@@H]2C[C@H]3[C@@H]4CCC5=CC(=O)C=C[C@]5(C)[C@@]4(F)[C@@H](O)C[C@]3(C)[C@]2(C(=O)CO)O1	-3%	2	-2%	-19%	-13%	-0.8	-3%	-4%
O=C(CNc1ccccc1-c1ccccc1)NCc1ccccc1	-27%	0	-2%	x	2%	-2.1	-6%	-4%
CN(C)c1ccc(NC(=O)c2ccc3nc[nH]c3c2)cc1	8%	-14	0%	-18%	-25%	0.6	-8%	-2%
Cc1ccc(S(=O)(=O)c2nc(S(C)(=O)=O)sc2N(C)C)cc1	-17%	8	7%	1%	21%	0.2	-6%	-3%
O=C(O)CC/C(=N/Nc1ncc(C(F)(F)F)cc1Cl)C(=O)O	-24%	1	8%	1%	5%	-3.2	-5%	-20%[57.1 µM]
O=C(C[C@@H]1C/C=C/CC[C@@H](Cc2ccc(F)cc2)C(=O)OC[C@H](Cc2ccccc2)NC1=O)N[C@H](CO)Cc1ccccc1	-23%	2	-20%	26%	0%	-3.4	-4%	-7%
O=C(NCc1cccc(Cl)c1)c1ccc2c(c1)SC1=NS(=O)(=O)CCN12	-12%	3	-2%	10%	-15%	2.1	-20%	13%
CCn1c(SCC(=O)NC2CC2)nnc1-c1ccc(C)cc1	-3%	4	3%	24%	-2%	2.0	-5%	6%
O=C(C[C@H]1C/C=C\CC[C@H](Cc2ccc(F)cc2)C(=O)OC[C@@H](Cc2c[nH]c3ccccc23)NC1=O)NCCO	-5%	-1	-6%	28%	-8%	-0.4	-4%	0%
CCOc1ccc(NS(=O)(=O)c2ccc(C(=O)NCC3(N(C)C)CCCCC3)cc2)cc1	0%	8	7%	-5%	19%	-5.7	-4%	-3%
COc1ccc(CCC(=O)NCc2ccc3c(c2)OCO3)cc1	-15%	-1	4%	19%	-2%	-0.4	-25%	-1%
O=C(CN1CCN(C(=O)C2CCCO2)CC1)Nc1ccc(Br)cc1 (stereo unspecified)	11%	1	7%	-12%	14%	-2.2	0%	8%
COc1cc(C2/C(=C(\O)c3ccc4c(c3)CC(C)O4)C(=O)C(=O)N2CCCn2ccnc2)cc(OC)c1OC (stereo unspecified)	6%	5	-2%	8%	-1%	-0.4	-1%	1%
CCOc1ccc(C(=O)Nc2nnn(CC)n2)cc1	-27%	2	22%	-12%	4%	0.1	-12%	3%
CC1CN(C(=O)c2ccc(NS(=O)(=O)c3ccc(C(C)(C)C)cc3)cc2)CC(C)O1 (stereo unspecified)	0%	8	-3%	36%	15%	5.6	1%	-3%

6 entries drawn at random from the list so far:
SMILES	EPAC1 antagonist	PI5P4Ka inh	EPAC1 ag	FUS yeast rescue	Abeta yeast res	IL2 activator	PLK1 PBD inh	WRN inhibitor
CCOc1ccc(C(=O)Nc2nnn(CC)n2)cc1	-27%	2	22%	-12%	4%	0.1	-12%	3%
O=C(C[C@H]1C/C=C\CC[C@H](Cc2ccc(F)cc2)C(=O)OC[C@@H](Cc2c[nH]c3ccccc23)NC1=O)NCCO	-5%	-1	-6%	28%	-8%	-0.4	-4%	0%
COc1ccc(CCC(=O)NCc2ccc3c(c2)OCO3)cc1	-15%	-1	4%	19%	-2%	-0.4	-25%	-1%
CCOc1ccc(NS(=O)(=O)c2ccc(C(=O)NCC3(N(C)C)CCCCC3)cc2)cc1	0%	8	7%	-5%	19%	-5.7	-4%	-3%
O=C(NCc1cccc(Cl)c1)c1ccc2c(c1)SC1=NS(=O)(=O)CCN12	-12%	3	-2%	10%	-15%	2.1	-20%	13%
CC1CN(C(=O)c2ccc(NS(=O)(=O)c3ccc(C(C)(C)C)cc3)cc2)CC(C)O1 (stereo unspecified)	0%	8	-3%	36%	15%	5.6	1%	-3%

Of the compounds above, two contain a furan ring, fused or not:
SMILES	EPAC1 antagonist	PI5P4Ka inh	EPAC1 ag	FUS yeast rescue	Abeta yeast res	IL2 activator	PLK1 PBD inh	WRN inhibitor
Cc1ccc(/C=N\NC(=O)C2COc3cc4ccccc4cc3O2)o1 (stereo unspecified)	-20%	-23	15%	-3%	19%	0.8	-8%	-15%
C=CCSc1nnc2c(n1)OC(c1ccco1)Nc1ccccc1-2 (stereo unspecified)	4%	-8	0%	x	-12%	0.4	-5%	-11%

Screening data (PubChem)
